Assay outcomes from PubChem BioAssay.
Mm-Cpn inhibitor: M. maripaludis TRiC chaperonin inhibition | AID 504842 | Potency, µM (highest dose often 76.9 µM), for inactives: at the highest dose activity, negative = inhibition, actives largely listed as inhibitors | purified Mm-Cpn ATPase, ADP Transcreener TR-FRET | hit rate 0.031% among 330,000; note: potency is the fitted concentration of half-maximal effect; % is set by controls: 0 for no effect and ±100 for the full control effect; nearly all actives have a fitted effect of over 80% in size
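Quantitative HTS used 25 nM Mm-CPN and 10 uM ATP in magnesium/KCl Tris buffer, pH 7.4, with 1 mM DTT. Hydrolysis ran 30 min at 37°C; ADP was read by HTRF.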
PLK1 PBD inh: PLK1 (human) polo-box domain binding inhibition | P53350 | Plk1 PBD binding of FITC phosphopeptide, fluorescence polarization | Potency, µM, for inactives: max response, negative = inhibition, hits mostly inhibitors | hit rate 2.8% among 360,000; note: potency is the fitted concentration of half-maximal effect; series mostly up to about 57 µM; % is set by controls: 0 for no effect and ±100 for the full control effect; nearly all actives have a fitted effect of over 65% in size
EPAC1 ag: EPAC1 (human) agonism. hit rate 0.073% among 360,000. AID 720707. EPAC1 agonist qHTS, biochemical assay; response scale: 100% = response to 6.5 mM cAMP. Potency, µM (series often up to 154 µM), for inactives: at the top dose activation, usual class: activators; note: potency is the fitted concentration of half-maximal effect; nearly all actives have a fitted effect of over 60% in size
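Multi-concentration qHTS readout: loss of Rap1B-bound BODIPY-GDP fluorescence driven by 100 nM EPAC1 with excess GDP (50 uM), monitored kinetically at room temperature; agonist response expressed relative to 6.5 mM cAMP.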
CCT modulator: cytosolic chaperonin activity modulation | hit rate 0.3% among 360,000 | purified chaperonin ATPase assay, HTRF ADP detection, 30 min | activity change, % (test concentration not listed), hits read low | AID 651819; in the data active = activity change below about -30%; note: % is set by controls: 0 for no effect and ±100 for the full control effect
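Enzyme 40 or 20 nM (batch-dependent) in Tris pH 7.4/KCl/MgCl2/DTT; cpd 76 uM single point; ATP 10 uM; 30 min 37 °C; Transcreener ADP HTRF detection, 30 min RT; ratio 665/615.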
EPAC1 antagonist: antagonists of human EPAC1; hit rate 0.14% among 360,000; Potency, µM (titrated, usually from 115 µM), for the others: top-dose activity change, negative = inhibition, most hits filed as inhibitors; AID 720709; EPAC1 GEF assay, Rap1b-BODIPY-GDP exchange fluorescence;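 note: potency is the fitted concentration of half-maximal effect; plate controls were vehicle for no effect and positive control for full effect; nearly all actives have a fitted effect of over 50% in size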
WRN helicase inh: WRN helicase (human) inhibition | Q14191 | WRN helicase unwinding, fluorescent forked duplex, kinetic | Potency, µM (top dose mostly 114 µM), for the others: at the top dose activity change, negative = inhibition, hits mostly inhibitors | hit rate 0.46% among 360,000 | AID 651768; note: potency is the fitted concentration of half-maximal effect; % is set by controls: 0 for no effect and ±100 for the full control effect; nearly all actives have a fitted effect of over 55% in size
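Kinetic fluorescence helicase assay: unwinding of a quenched forked DNA duplex (100 nM final) with 2 mM ATP final raises red fluorescence (525/598 nm). Compounds sat 15 min at room temperature with 20 nM WRN beforehand.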
PI5P4K alpha inh: PI5P4K alpha (human) kinase inhibition. P48426. PI5P4Kalpha enzyme, ADP-Glo luminescence, 60 min; stronger effect = lower value. max response, %. hit rate 1.2% among 330,000; active = max response of -50% or lower; inconclusive = between -30% and -50%; inactive = -30% or higher; note: value at the top dose of about 77 µM; % is set by controls: 0 for no effect and ±100 for the full control effect
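Single end-point luminescence (ADP-Glo) quantified ADP from PI5P4Kalpha turnover; ATP 5 microM final, 1 h at RT, 0.1% CHAPS and 0.28 mM EGTA in HEPES pH 7.4.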
EPAC2 antagonist: EPAC2 (human) antagonism. hit rate 0.18% among 360,000. EPAC2 GEF exchange of Rap1B-BODIPY-GDP, fluorescence. AID 720708. Potency, µM (doses to about 114 µM), for the others: at the top dose activity, negative = inhibition, actives largely listed as inhibitors; note: potency is the fitted concentration of half-maximal effect; % is set by controls: 0 for no effect and ±100 for the full control effect; nearly all actives have a fitted effect of over 45% in size; many of its hits are not listed in these tables
* = called active by the depositor; ? = inconclusive; / = no result given; [ ] = another dose, or the depositor's remark. Unless noted, calls come from the whole dose curve; as a rule, active = well fitted curve in the direction sought with a large enough effect; inconclusive = small, poorly fitted or top-dose-only effect, or another doubt; inactive = no such curve, though single readings can be large; an effect the other way counts as inactive or inconclusive. These rows are one share of the data; count on the stated rates, not on these rows.

SMILES	Mm-Cpn inhibitor	PLK1 PBD inh	EPAC1 ag	CCT modulator	EPAC1 antagonist	WRN helicase inh	PI5P4K alpha inh	EPAC2 antagonist
NC(CCC(=O)NC(CS)C(=O)NCC(=O)O)C(=O)O (stereo not given)	/	-9%	-20%	-0.7	-1%	-1%	7	7%
COc1ccc2ccccc2c1/C=N/NC(=S)Nc1cc(S(=O)(=O)N2CCOCC2)ccc1N1CCOCC1	-2%	1%	-2%	0.0	25%	-27%[57.1 µM]	-4	2%
OC(CNCCNc1ncccc1C(F)(F)F)COc1ccc(F)cc1 (stereo not given)	-3%	4%	-2%	3.0	7%	0%	2	-1%
CC(C)CC(NC(=O)C1CCC(C)CC1)C(=O)Nc1ccccc1F (stereo not given)	1%	-1%	1%	-3.1	12%	-2%	-8	-12%
CCOc1ccc(NC(=O)CN(C)C(=O)c2cccnc2Sc2ccc(C)c(C)c2)cc1OCC	0%	1%	-2%	0.0	-19%	-11%	11	-2%
COCCNC(=S)N1CCCC(CO)C1 (stereo not given)	2%	-4%	6%	-0.7	4%	2%	5	-2%
CCc1nc2c(OCCn3cccc3)cccn2c1N(C)C(=O)CC(C)C	/	-5%	-7%	-1.5	1%	-7%	-3	8%
N#Cc1nc(COc2ccc(F)cc2)oc1N1CCCC1	-1%	-2%	4%	1.6	0%	0%[57.1 µM]	1	6%
COc1ccc(Cc2nnc(SCC(=O)N(C)CC(=O)Nc3ccc(C)cc3)o2)cc1	-1%	-1%	-3%	2.2	-6%	2%	3	-4%
N#C/C(=C/c1cn(CC(=O)O)c2ccccc12)C(=O)Nc1ccccc1	-3%	-5%	12%	0.4	-18%	-2%	-1	-6%
CC(C)CNC(=S)NNC(=O)CC(C)O (stereo not given)	1%	-9%	6%	0.6	-6%	12%	-5	1%
CC(OC(=O)CC1CCCC1)C(=O)Nc1ccc(Cl)cn1 (stereo not given)	1%	-4%	-44%[inhibitor]	1.4	-21%	-17%	-2	-7%
O=S(=O)(NCCSc1ccccc1)c1ccc(F)cc1	3%	24µM*	4%	-2.5	-27%	10%	-8	-6%
Cc1ccc(Nc2nc(/N=C/N(C)C)n[nH]2)cc1C	-2%	-14%	6%	-3.9	4%	1%	1	5%
COc1cc(CNC(C)C)ccc1OCC(=O)Nc1cccc2ccccc12	0%	2%	-2%	1.8	9%	-27%	7	10%
CCOc1ccc(Nc2nc(-c3cccnc3)cs2)cc1	1%	-11%	3%	-2.3	-3%	-11%	6	-14%
CCOc1ccc(NC(=O)NCC2CCN(Cc3ccc(F)cc3)CC2)cc1	0%	-7%	10%	0.0	-17%	2%	0	1%
O=C(/C=C/c1cccc(Cl)c1)N1CCC(Cc2ccccc2)CC1	3%	1%	5%	-1.6	-8%	-22%	21	0%
Cc1cc(C)c(S(=O)(=O)Nc2nnc(C3CCCCC3)s2)c(C)c1	2%	?	-7%	-0.6	-1%	-5%	5	-15%
COc1ccccc1C1NC(=O)NC(C)=C1C(C)=O (stereo not given)	-2%	-10%	-4%	1.3	16%	4%	-10	13%
O=c1oc2ccccc2c(Nc2cccc(O)c2)c1[N+](=O)[O-]	0%	1%	3%	-0.6	12%	-12%	3	8%
O=C(CN1C(=O)NC2(CCCC2)C1=O)NCC1CCCO1 (stereo not given)	-5%	-3%	-7%	-0.7	-5%	-3%	-2	2%
O=C(Cc1ccccc1[N+](=O)[O-])NC1CCN(Cc2ccccc2)CC1	-1%	-11%	9%	-1.3	15%	-3%	-1	3%
CCC(=Nc1ccccc1OC)C1=C(O)CC(c2ccccc2)CC1=O (stereo not given)	0%	-2%	-8%	0.0	14%	0%	-9	0%
CNC(=O)c1ccc(NC(=O)CC23CC4CC(CC(C4)C2)C3)cc1	-12%	-5%	-2%	2.0	?	-35%	5	3%

Single records (already shown). Order of values: Mm-Cpn inhibitor, PLK1 PBD inh, EPAC1 ag, CCT modulator, EPAC1 antagonist, WRN helicase inh, PI5P4K alpha inh, EPAC2 antagonist
Cc1ccc(Nc2nc(/N=C/N(C)C)n[nH]2)cc1C is listed with -2%, -14%, 6%, -3.9, 4%, 1%, 1, 5%
NC(CCC(=O)NC(CS)C(=O)NCC(=O)O)C(=O)O (stereo not given) is listed with /, -9%, -20%, -0.7, -1%, -1%, 7, 7%
COc1cc(CNC(C)C)ccc1OCC(=O)Nc1cccc2ccccc12 is listed with 0%, 2%, -2%, 1.8, 9%, -27%, 7, 10%

(cont.)
SMILES	Mm-Cpn inhibitor	PLK1 PBD inh	EPAC1 ag	CCT modulator	EPAC1 antagonist	WRN helicase inh	PI5P4K alpha inh	EPAC2 antagonist
CCCCCC(=O)NC(=S)Nc1ccc(N2CCCCC2)c(Cl)c1	-2%	-30%	4%	-0.7	-17%	-5%	10	-1%
COc1ccc(/C=N/NC(=O)Cn2cnc3c2c(=O)n(C)c(=O)n3C)c(OC)c1OC	1%	-20%	-3%	2.3	-15%	2%	-1	-18%
COc1ccc2ccccc2c1/C=N/NC(=O)c1ccc(C)nc1	-1%	-9%	10%	1.0	-14%	-9%	-1	-10%
CCc1ccc(NC(=O)C/C(C)=N/NC(=O)OCc2ccc(OC)cc2)cc1	1%	-2%	-11%	-1.0	-16%	-23%	10	-6%
C/C(=N/NC(=O)c1cccc(Br)c1)C1CC2CCC1C2 (stereo not given)	-3%	2%	0%	2.5	15%	-1%	-3	3%
CCCCN(C)C(=O)c1cc2cc3ccc(OC)cc3nc2o1	0%	3%	-2%	-0.3	-27%	-2%[57.1 µM]	0	-4%
Cc1ccc(N=C2NC(=O)/C(=C/c3cccs3)S2)cc1C	2%	4%	?	2.0	32%[activator]	-11%	-20	9%
CCCCC(=O)Nc1cccc(-c2nc3ncccc3o2)c1C	-1%	8%	-8%	-0.9	-8%	-2%	6	-1%
CCOC(=O)c1sc2nc(SCC(=O)N(CC)CC)n(CCCN3CCCC3=O)c(=O)c2c1C	-3%	-3%	2%	-0.9	-25%	1%	3	1%
CCN(CC(=O)Nc1ccccc1C(F)(F)F)C(=O)c1cc(S(=O)(=O)N(C)C)ccc1N1CCCC1	0%	2%	-6%	0.4	3%	-11%	-1	14%
CC(Sc1nnnn1C)C(=O)NC(=O)NC1CCCCC1 (stereo not given)	2%	-2%	5%	0.0	-3%	-7%	0	9%
CCc1ccc(C(=O)N2CCC(c3nc4ccccc4s3)CC2)cc1	-2%	-1%	11%	0.8	-17%	-8%	4	-13%
N/C(CSc1ccccn1)=N\OCc1c(Cl)cccc1Cl	5%	-9%	8%	-1.5	-5%	-12%	1	-10%
N#Cc1ccc(NC(=O)COc2ccc(-n3cnnn3)cc2)cc1	1%	0%	-2%	-1.7	28%	0%[11.6 µM]	-1	0%
Cc1cc(C(=O)COC(=O)Cc2n[nH]c(=O)c3ccccc23)c(C)n1-c1ccc2c(c1)OCO2	-1%	0%	-2%	-2.9	9%	1%	-10	10%
Cc1cc(Cl)ccc1OCCCC(=O)N1CCN(C(=O)c2ccco2)CC1	-1%	-9%	7%	3.0	0%	-22%	/	-6%
CCOC(=O)c1ccc(S(=O)(=O)NCC(c2ccc(N(C)C)cc2)c2c[nH]c3ccccc23)cc1 (stereo not given)	-2%	-3%	-5%	1.1	-25%	-16%	3	5%
CN1CCN(c2ccc(S(=O)(=O)N3CCCCC3)cc2NC(=O)CCc2ccccc2)CC1	0%	3%	-9%	2.7	-8%	6%	-2	1%
COC(=O)COc1ccc(S(=O)(=O)NCc2cccnc2)cc1C	-3%	-7%	4%	-2.0	-2%	1%	10	1%
O=C(c1ccc(Cl)cc1)C1CCN(C(=O)N2CCOCC2)CC1	0%	3%	-5%	-1.1	0%	8%	/	4%
CCN1CCN(c2nc3ccccn3c(=O)c2C=O)CC1	-2%	1%	11%	-1.6	1%	2%	0	10%
O=C1Nc2ccccc2C(O)(C(=O)NC2CC2)N1c1ccc(Cl)c(Cl)c1 (stereo not given)	0%	4%	-1%	-1.6	8%	3%	/	5%
C/C(=N\NC(=S)Nc1cccc(C)c1)c1cccc(N)c1	-1%	-12%	10%	-4.4	10%	-6%	-3	1%
C/C(=N\NC(=O)COc1ccc(C)cc1C(C)C)c1cc2ccccc2o1	-10%	2%	10%	-3.2	-22%	-12%	26	-11%
COc1ccc(Nc2nc(C)nc3c2nnn3Cc2ccccc2Cl)c(OC)c1	-2%	-2%	4%	1.2	5%	6%	0	9%
Going on with the list:
SMILES	Mm-Cpn inhibitor	PLK1 PBD inh	EPAC1 ag	CCT modulator	EPAC1 antagonist	WRN helicase inh	PI5P4K alpha inh	EPAC2 antagonist
COc1ccc(C(=O)OCC(=O)Nc2cccc(C(C)=O)c2)c(OC)c1OC	-1%	-6%	-5%	-3.0	?	3%	1	-2%
Cc1ccccc1NC(=O)NC1(C(=O)NCc2ccco2)CCCCC1	-1%	-4%	5%	-1.5	-7%	6%[57.1 µM]	1	-25%
COc1cc(NC(=O)COC(=O)C=C(C)C)c(C)cc1[N+](=O)[O-]	1%	-2%	5%	-1.9	4%	-3%[57.1 µM]	-2	-1%
Cc1cc([N+](=O)[O-])nn1Cc1noc(C(=O)NCCc2ccccn2)n1	1%	5%	1%	-0.5	-5%	2%	-6	-3%
Cc1ccc(S(=O)(=O)NCCCCCC(=O)Nc2ccccc2)cc1	0%	1%	-5%	-0.2	-6%	-1%	8	0%
CCN1CCc2c(sc(NC(=O)c3ccc(S(=O)(=O)N4CCCCCC4)cc3)c2C(=O)NC)C1	-4%	24%	112µM*	-0.7	-26%	-14%	-7	161%[activator]
CCCn1nc(C(=O)Nc2cccc(S(=O)(=O)N3CCOCC3)c2)c2ccccc2c1=O	/	-2%	4%	-0.6	-6%	3%	2	-7%
CC(OC(=O)c1cccc(N2C(=O)c3ccccc3C2=O)c1)C(=O)Nc1ccc(N(C)C)cc1 (stereo not given)	2%	-1%	-5%	-0.3	4%	-6%	7	9%
Cc1ccc(NC(=O)Cn2cccc2C2=NC(c3ccccc3)CO2)cc1C (stereo not given)	-6%	0%	-9%	-1.3	10%	7%	10	6%
CCOc1ccc2nc(S(N)(=O)=O)sc2c1	2%	-8%	-21%	-0.5	1%	9%	1	-29%
CCc1cccc(N=c2c([N+](=O)[O-])nn(-c3ccc4c(c3)OCCO4)n2O)c1	1%	-2%	2%	0.1	-1%	-4%	-8	-15%
C/C(N)=C(/C#N)C(=O)CSc1nc2cc(Cl)ccc2c(=O)n1-c1ccc(C)cc1	0%	-4%	-5%	-1.4	-12%	-5%	-6	7%
CC(=O)Nc1ccc(S(=O)(=O)N(C)CC(=O)OCC(=O)N(C)C2CCS(=O)(=O)C2)cc1 (stereo not given)	-1%	-10%	-64%[inhibitor]	2.8	-1%	-25%	1	-9%
COc1ccc(NC(=O)C2CC(c3c(F)cccc3Cl)=NO2)cc1 (stereo not given)	0%	-6%	14%	-1.2	-8%	-1%	-3	-6%
